RORA act: activators of orphan receptor RORA, primary screen, cell-based, luminescence | CHO-K1 Gal4-RORA LBD luciferase reporter; percent increase over mock-subtracted basal signal | 65,000 compounds, 1.5% hits | AID 560, 2006 | Nuclear receptor ROR-alpha (Homo sapiens), P35398 | activation, % at 10 µM;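 active = activation above the mean of all tested compounds plus 3 SD, cut at about 49% in these data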;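 note: 0% = DMSO-treated RORA cells and 100% = added signal equal to DMSO minus mock-transfected cells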
Target sequence (P35398 whole entry, looked up, the tested form may be a part): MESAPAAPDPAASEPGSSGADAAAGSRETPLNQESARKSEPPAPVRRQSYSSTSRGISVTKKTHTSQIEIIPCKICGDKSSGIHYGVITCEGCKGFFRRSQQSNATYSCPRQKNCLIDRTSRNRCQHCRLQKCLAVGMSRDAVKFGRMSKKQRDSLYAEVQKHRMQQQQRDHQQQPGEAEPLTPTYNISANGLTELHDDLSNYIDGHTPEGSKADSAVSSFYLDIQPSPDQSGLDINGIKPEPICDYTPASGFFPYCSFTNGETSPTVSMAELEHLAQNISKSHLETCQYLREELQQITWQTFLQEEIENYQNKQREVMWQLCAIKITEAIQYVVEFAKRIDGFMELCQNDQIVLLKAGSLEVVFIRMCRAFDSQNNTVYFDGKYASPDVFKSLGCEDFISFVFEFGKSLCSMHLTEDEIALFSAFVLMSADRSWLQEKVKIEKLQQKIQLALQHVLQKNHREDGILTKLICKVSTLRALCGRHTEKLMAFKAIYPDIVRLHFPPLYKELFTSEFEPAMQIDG
MMP13 inh: human MMP13 inhibitors, primary screen, biochemical, FRET peptide cleavage; Collagenase 3 (Homo sapiens), P45452; MMP-13 fTHP FRET cleavage, Mca fluorescence; inhibition, % at 4 µM; 65,000 compounds, 0.07% hits;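 active = inhibition above the mean of compound-free control plate wells plus 3 SD, cut at about 14% in these data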;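 note: 0% = DMSO wells and 100% = wells with reference MMP-13 inhibitor after basal subtraction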
5HT1a ag: human 5-HT1a receptor agonists, primary screen, cell-based, CHO, Ga15 NFAT-bla reporter; 5-hydroxytryptamine receptor 1A (Homo sapiens), P08908; CHO 5-HT1a Ga15 NFAT-bla reporter, FRET ratio; 0% basal, 100% maximal reference agonist; activation, % at 10 µM; 65,000 compounds, 0.56% hits; AID 567, 2006;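 active = activation above the screen-wide mean activation plus 3 SD, cut at about 19% in these data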;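 note: 0% = DMSO wells and 100% = 5-CT at EC100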
5HT1E ag: 5-HT1E receptor agonists, primary screen, cell-based, HTS; 65,000 compounds, 0.69% hits; 5-hydroxytryptamine receptor 1E (Homo sapiens), P28566; activation, % at 6 µM; AID 574, 2007; CHO 5-HT1E Ga15 NFAT-bla reporter, FRET; 0% DMSO wells, 100% control agonist wells;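 active = activation above a set limit, the screen-wide mean activation plus 3 SD, cut at about 8.5% in these data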;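 note: 100% = positive control agonist at 1 µM giving full maximal response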
Target sequence (P28566 whole entry, looked up): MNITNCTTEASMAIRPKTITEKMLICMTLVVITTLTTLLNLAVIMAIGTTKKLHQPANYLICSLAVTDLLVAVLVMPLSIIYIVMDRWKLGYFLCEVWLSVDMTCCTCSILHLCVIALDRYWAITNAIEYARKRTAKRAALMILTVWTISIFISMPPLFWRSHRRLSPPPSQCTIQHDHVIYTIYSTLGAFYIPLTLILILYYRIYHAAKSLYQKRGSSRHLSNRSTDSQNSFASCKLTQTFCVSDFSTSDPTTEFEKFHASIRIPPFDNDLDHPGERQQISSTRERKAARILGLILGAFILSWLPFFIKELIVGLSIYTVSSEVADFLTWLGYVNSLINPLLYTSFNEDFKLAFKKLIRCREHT
NADH coupling: inhibitors of PK/LDH coupling enzymes, profiling panel, artefact control, biochemical, MLSMR library; AID 774, 2007; IC50, µM (titrated, usually from 10 µM), for the others: top-dose inhibition; 65,000 compounds, 0.02% hits; coupled PK/LDH NADH assays, four targets;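 active = single-dose screening hits from any of four coupled enzyme assays that gave an IC50 when retested across doses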;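 note: the DPM-DC format reads NADH fluorescence rather than 340 nm absorbance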
5HT1a antag: human 5-HT1a receptor antagonists, primary screen, cell-based, CHO, Ga15 NFAT-bla reporter. CHO 5-HT1a Ga15 NFAT-bla reporter, antagonist mode. inhibition, % at 10 µM. 62,000 compounds, 0.68% hits. AID 612, 2007;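 active = inhibition above the mean of all tested compounds plus 3 SD, cut at about 43% in these data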;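 note: receptor stimulated by 5-CT agonist at 100 nM near EC80; beta-lactamase reporter measured by ratiometric fluorescence of a cleavable substrate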
HTR1E antagonist: 5-HT1E receptor antagonists, primary screen, cell-based, HTS | 5-hydroxytryptamine receptor 1E (Homo sapiens), P28566 | CHO 5-HT1E Ga15 NFAT-bla reporter, FRET, antagonist | inhibition, % at 6 µM | 65,000 compounds, 0.99% hits;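 active = inhibition above a set limit, the mean inhibition across every tested compound plus 3 SD, cut at about 29% in these data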;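 note: signal is the 460 over 535 nm emission ratio of beta-lactamase substrate; 0% = agonist plus DMSO wells and 100% = wells without agonist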
tolC growth inh: growth inhibitors of E. coli tolC mutant, primary screen, strain BW25113 ΔtolC::kan, 384-well; OD615; growth inhibition, % at 10 µM (by protocol); 65,000 compounds, 2.2% hits;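 active = growth inhibition at or above a cutoff equal to the mean over every tested compound plus 3 SD, cut at about 60% in these data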;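 note: growth measured after 20 h incubation at 37 °C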
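Assay system: tolC-deleted E. coli BW25113. Medium: kanamycin-containing LB broth (50 µg/mL). Dosing: 10 µM final, single dose. Timing: bacterial growth with compound for 20 h at 37 °C. Detection: A615 absorbance measurement. Read-out basis: growth inhibition in percent.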
SF-1 act: activators of human SF-1, primary screen, cell-based, CHO-K1, Gal4-SF-1 LBD, luciferase luminescence; Steroidogenic factor 1 (Homo sapiens), Q13285; CHO-K1 Gal4-SF-1 LBD luciferase reporter; % increase over DMSO SF-1-specific signal; activation, % at 10 µM; 65,000 compounds, 1.9% hits; AID 522, 2006;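 active = activation above the mean activation of all tested compounds plus 3 SD, cut at about 50% in these data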
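Material: CHO-K1 cells with Gal4–hSF-1 LBD chimera plus Gal4-driven luciferase / Input: 4,000 CHO-K1 cells per well / Incubation: compound exposure 20 h at 37 °C / Signal: luminescence read 15 min after SteadyLite luciferase reagent, after room-temperature equilibration / Read-out: percent activation versus DMSO / Benchmarks: DMSO negative control and −SF1 background wells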
Starred values were filed as active, the others as inactive; · = not tested or not shown; [ ] = another dose, or the depositor's remark.

Molecule	RORA act	MMP13 inh	5HT1a ag	5HT1E ag	NADH coupling	5HT1a antag	HTR1E antagonist	tolC growth inh	SF-1 act
CC(C(=O)OCC(=O)Nc1ccc2c(c1)OCO2)N1C(=O)c2ccccc2C1=O (centres undefined)	-17	2	-0.7	-0.7	6%	-4	21	-11	31
Cc1cc(C(=O)NCC2CCCO2)n(-c2ccccc2)n1 (centres undefined)	0	3	-1.5	0.4	11%	6	19	-14	-1
O=C(CSc1cccc2cccnc12)N1CCCC1	5	-43	-0.6	0.4	3%[fluoresces]	17	42*	-14	-7
CCOc1ccc(-c2noc(CCC(N)=O)n2)cc1OCC	2	3	-4.9	0.5	6%	0	5	-8	0
Cc1ccc(NC(=O)N(C2=NCC(C)S2)c2ccccc2)cc1 (centres undefined)	38	3	-2.1	-0.8	4%	10	0	56	22
O=C(O)Cn1nnnc1-c1ccc(F)cc1	-14	-3	-0.7	0.1	2%	4	4	-14	11
CC(C)N1C(=O)c2ccc(C(=O)O)cc2C1=O	7	4	0.6	0.3	11%	6	1	-16	-14
COc1ccc(CC(=O)OCN2C(=O)c3ccccc3C2=O)cc1	-9	1	-1.4	-1.3	5%	·	15	9	-4
COCC(=O)Nc1cc(OC)ccc1OC	7	2	-0.3	-0.7	5%	2	9	-10	-10
CC1(C)C(=O)Nc2ccccc2N1C(=O)COC(=O)Cn1cnc2ccccc2c1=O	-8	2	-1.8	-0.3	11%	-12	-8	-3	0
CCOc1ccc(OCc2ccc(C(=O)NCc3ccncc3)o2)cc1	8	4	1.0	-0.5	6%	15	15	0	19
O=C(CN(CCc1ccccc1)C(=O)CN1C(=O)COc2ccccc21)NCc1ccco1	-11	-2	-0.8	-0.2	4%	-2	-3	-15	-7
O=C(O)CCN1Cc2ccccc2C1=O	-16	1	-1.9	-1.3	15%	0	7	-4	-3
COc1ccc(OCc2nnc(SC3CCOC3=O)n2-c2ccccc2)cc1 (centres undefined)	-16	-2	-1.8	0.0	2%	-18	2	6	2
CC1Oc2ccccc2N(CC(=O)NCC2CCCO2)C1=O (centres undefined)	-19	0	-0.1	-0.4	4%	0	-2	-23	1
CC1CCCCC1NC(=O)Cn1cnc2ccccc2c1=O (centres undefined)	0	4	1.8	0.6	3%	-2	9	2	10
CSc1nc(-c2ccccc2)nc(N2CCCC2)c1C(C)=O	-18	-1	2.0	0.9	5%	21	-8	75*	-14
CCOC(=O)CSc1nc2ccccc2c(=O)n1CC1CCC(C(=O)NCc2ccco2)CC1 (centres undefined)	-2	6	5.2	-0.5	4%	0	4	8	24
Cc1ccc2c(COC(=O)C3=COCCO3)cc(=O)oc2c1	38	-5	-2.0	-0.7	7%	6	9	-16	67*
COc1ccc(-n2c(Cc3cccn3C)nnc2SCC(=O)Nc2ccccc2OC)cc1	2	8	-0.9	0.4	7%	-2	6	15	-3
CCCCOC(=O)Nc1nc(CC(=O)OCC)cs1	-6	6	-2.2	0.0	6%	2	4	9	-1
COc1ccc(NS(=O)(=O)c2ccc(NS(C)(=O)=O)cc2)cc1	9	2	-1.9	0.1	3%	5	1	-4	17
CCOc1ccc(/C(O)=C2/C(=O)C(=O)N(CC3CCCO3)C2c2ccc(C)o2)cc1 (centres undefined)	-20	0	-0.3	-0.7	6%	2	8	-5	-2
Cc1cc(C(=O)CSC(C)c2nc3ccccc3c(=O)[nH]2)c(C)n1C (centres undefined)	-9	1	-4.9	-1.2	6%	0	-4	3	-7
CC(=O)ON1C(C)(C)CC(OC(=O)c2ccccc2)CC1(C)C	-15	4	-2.1	0.7	6%	-1	7	20	-8
O=C(O)CSC1c2ccccc2C(=O)N1Cc1ccccc1 (centres undefined)	15	6	-2.3	-0.3	8%	-10	-1	-10	-4
CCOC(=O)c1ccc(N2C(=O)CC(N(C)CCc3ccc(OC)c(OC)c3)C2=O)cc1 (centres undefined)	4	4	-1.3	0.2	1%	-4	-8	-7	-20
Cc1ccc(-n2nc3c(c2NC(=O)c2ccc(S(=O)(=O)N4CCOCC4)cc2)CSC3)c(C)c1	-16	4	-2.5	0.2	6%	-2	0	-22	19
CSCC[C@H](NC(=O)NCc1ccc(F)cc1)C(=O)O	34	2	-2.1	-0.6	3%	-3	14	-25	-8
CCCCn1c(SCC(=O)Nc2cc(C)on2)nc2ccccc2c1=O	6	8	-5.2	7.8	4%	15	3	9	3
CC(C)OC(=O)c1c(F)c(F)c(N2CCOCC2)c(F)c1F	-5	-5	0.2	-0.3	1%	-1	-8	11	-8
O=C(CSc1cc(Cl)ccc1Cl)NCC1CCCO1 (centres undefined)	-19	-1	-1.4	-0.5	8%	5	-6	-6	8
CC1(C)CC2CC(C)(CN2C(=O)COC(=O)c2n[nH]c(=O)c3ccccc23)C1 (centres undefined)	1	2	-0.4	-0.6	0%	10	8	6	-5
O=C(CSc1ccccn1)c1ccc(F)cc1	17	-1	-3.0	-0.9	5%	7	0	1	18
O=C(Oc1cccc2cccnc12)c1ccc(Br)o1	19	3	-4.0	-0.7	5%	12	5	2	1
CCOC(=O)CSCc1nc(-c2ccc(Cl)cc2)oc1C	-11	-7	3.2	-1.2	1%	-4	0	-2	-13
COc1ccccc1N(CC(=O)NC1CCCCC1)C(=O)CCC(=O)Nc1ccccn1	-11	4	-0.1	0.1	4%	5	2	13	5
CC(C)(C)C1CCC2(CC1)C(C#N)=C(SCC(=O)Nc1ccccc1)NC(=O)C2C#N (centres undefined)	-22	2	9.0	0.8	1%	·	8	16	-15
COc1ccc(OC)c(S(=O)(=O)N2CCC(C(=O)NCC3CCCO3)CC2)c1 (centres undefined)	-14	1	0.5	-1.0	2%	8	5	-12	-8
CCC(c1nnnn1Cc1cccs1)N1CCN(C2CCCC2)CC1 (centres undefined)	3	0	-1.5	-1.9	6%	29	3	-18	-18
CCCCNc1nc2c(c(=O)n(C)c(=O)n2C)n1Cc1cccc(OC)c1	-15	3	2.8	-0.5	0%	·	-2	-1	-34
c1ccc(-n2ncc3c2ncn2nc(CSc4nc5ccccc5s4)nc32)cc1	5	-4	-4.3	0.7	13%	3	-5	7	-19
Cc1c(C(=O)N2CCN(C)CC2)oc2c1C(=O)CC(C)(C)C2	-7	0	-1.4	0.8	5%	1	7	-10	31
CCOC(=O)CSc1nc2c(c(=O)[nH]c(=O)n2C)n1CCCc1ccccc1	10	-1	1.4	0.2	5%	-4	0	-9	-17
CCC(Sc1nnnn1C)C(=O)Nc1ccc(C(C)=O)cc1 (centres undefined)	34	7	-5.2	-0.1	16%	-4	-3	15	34
Cc1ccc2ccc(S(=O)(=O)n3nc(C)cc3C)cc2c1	-6	8	1.6	-1.1	2%	-1	8	78*	-19
C=CCn1c(NC)cc(=O)n(C)c1=O	-14	3	-1.9	-0.4	7%	0	-4	-15	2
Cc1ccc2c(NC(=O)C3CC3)cccc2n1	-12	-2	1.8	-1.0	4%	-13	-9	-14	12
Cc1ccc(N(CC(O)CN2CCOCC2)S(=O)(=O)c2ccc3ccccc3c2)cc1 (centres undefined)	-2	2	0.3	-0.2	5%	-6	11	13	6
Cc1cc(C)nc(SCc2ccccc2C#N)n1	25	6	-4.7	-1.5	4%	19	9	20	-5
COc1cc(-c2nc(S(=O)(=O)c3ccccc3)c(N3CCOCC3)o2)cc(OC)c1OC	-16	2	1.8	0.2	5%	-8	-7	-2	-17
COc1nc(-c2ccccc2)ccc1-c1noc(-c2ccco2)n1	29	-11	-0.2	0.6	7%	-5	-2	-17	55*
CC(NS(C)(=O)=O)C(c1cccs1)N1CCN(c2ccccc2F)CC1 (centres undefined)	-15	-1	-0.8	0.0	2%	6	-4	9	-17
CCc1nnc(NC(=O)c2ccncc2)s1	-2	1	-5.0	-0.6	2%	7	0	-13	16
Oc1ccccc1C(=S)N1CCCCC1	-1	6	-0.1	-0.1	6%	0	17	-9	-8
CCC(=O)N1CCc2cc(S(=O)(=O)NCCCN3CCN(Cc4ccccc4)CC3)ccc21	25	3	0.4	8.5	5%	5	5	-5	-4
COc1ccc(N=c2oc3c(OC)cccc3cc2C(=O)NCc2ccco2)cc1OC	12	0	-0.6	0.3	3%	-6	10	-14	31
COc1ccc(Cn2nnnc2C(c2cccnc2)N2CCN(c3ccc(O)cc3)CC2)cc1 (centres undefined)	-8	2	1.1	1.7	1%	-9	-7	-2	-12
COc1ccc(CCNC(=O)CN2C(=O)c3ccccc3S2(=O)=O)cc1OC	7	2	-2.8	-0.3	8%	-8	-6	-8	-10
CC12C(=O)N(c3nccs3)C(=O)C1C1C=CC2C1 (centres undefined)	3	-2	-0.2	0.1	3%	-7	-6	-8	-4

Going on with the list.
Molecule	RORA act	MMP13 inh	5HT1a ag	5HT1E ag	NADH coupling	5HT1a antag	HTR1E antagonist	tolC growth inh	SF-1 act
Cc1noc(C)c1COC(=O)Cc1ccc(Cl)cc1	7	4	-3.1	-1.0	4%	1	-7	3	-8
CC(C)(C)n1nnnc1C(c1ccncc1)N1CCCCCC1 (centres undefined)	1	-4	-0.7	0.3	5%	14	-1	-1	7
CCCCOc1ccc(OCCNS(=O)(=O)N(C)C)cc1	2	-5	-1.4	0.3	6%	-10	-11	0	10
CS(=O)(=O)N(CC(=O)NCC1CCCO1)c1cc(Cl)cc(Cl)c1 (centres undefined)	14	3	-0.9	-0.3	4%	-7	3	-11	-1
O=C(C1CCN(S(=O)(=O)c2cccc3nsnc23)CC1)N1CCN(c2ccccc2F)CC1	-23	-6	0.7	0.1	3%	-3	-6	-4	-15
Cn1c(Cn2c(=O)sc3ccccc32)nnc1SCC(=O)NCCc1ccccc1	-4	0	0.9	-0.2	2%	0	4	-11	-2
COc1ccc(NC(=O)C2CC(=O)OC2(C)C)cc1 (centres undefined)	-11	0	-1.1	-1.8	1%[fluoresces]	3	3	-8	-9
Cn1c(=O)c2[nH]c(CN(Cc3ccccc3)Cc3ccccc3)nc2n(C)c1=O	2	-5	0.1	0.4	5%	5	7	14	1

An excerpt taken from the entries so far, for reference:
Molecule	RORA act	MMP13 inh	5HT1a ag	5HT1E ag	NADH coupling	5HT1a antag	HTR1E antagonist	tolC growth inh	SF-1 act
Cc1noc(C)c1COC(=O)Cc1ccc(Cl)cc1	7	4	-3.1	-1.0	4%	1	-7	3	-8
CC(C)(C)n1nnnc1C(c1ccncc1)N1CCCCCC1 (centres undefined)	1	-4	-0.7	0.3	5%	14	-1	-1	7

High-throughput results as filed in PubChem BioAssay.

Rows are unselected; overall some 7.2% were active at least once.
